# Growth percent in the NCI-60 one-dose screen (48 h, 10 µM unless noted): 100 = growth as untreated, 0 = no growth, -100 = all killed.
# COLO 205: COLO 205 colon cancer; hit rate 7.3% among 79,000
# NCI-H522: NCI-H522 lung cancer; hit rate 8% among 78,000; AID 1794739
# NCI-H226: NCI-H226 lung cancer; hit rate 3.5% among 79,000; AID 1794732
# HT29: HT29 colon cancer; hit rate 7.4% among 81,000
# NCI-H322M: NCI-H322M lung cancer. hit rate 2.7% among 80,000
# SW-620: SW-620 colon cancer. hit rate 5.2% among 82,000
# HCT-15: HCT-15 colon cancer; hit rate 5.2% among 82,000; AID 1794746
# NCI-H23: NCI-H23 lung cancer. hit rate 4% among 80,000. AID 1794731
# NCI-H460: NCI-H460 lung cancer; hit rate 6.8% among 82,000; AID 1794736
# The depositor's hits bear a star; · = not tested or not shown; & = joins results of further samples; ! = not active in a repeat. The calls were made as follows: active = growth percent below 10; inactive = the rest.
item	structure	COLO 205	NCI-H522	NCI-H226	HT29	NCI-H322M
1	O=c1cc(N2CCOCC2)oc2c(-c3ccc4c(c3)OCCO4)csc12	5.9*	29	12	11	20
2	CCc1c(C)c2ccc(O)c(NC(=O)Nc3cccc(Cl)c3)c2oc1=O	88	63	90	71	86
3	Cc1cccc(C)c1C(=N)c1ccccc1Cc1ccccc1	108	88	94	87	92
4	C=CCCCOC(C)=O	100	89	100	98	129
5	CCCCCCN(CCCCCC)CCCNc1nccc2ccccc12	-66*	4.1*	43	-12*	29
6	Nc1nc2ccccc2c2c(=O)c3ccc(Cl)cc3sc12	98	94	99	98	103
7	O=S(=O)(Nc1ccc(F)c(F)c1)c1ccc(-c2ccc(F)cc2F)cc1	119	70	78	93	93
8	Cc1ccc(C(=O)NNC(=O)c2ccccc2)cc1	115	110	98	106	115

item	SW-620	HCT-15	NCI-H23	NCI-H460
1	38	17	32	22
2	79	85	87	73
3	94	95	100	103
4	107	97	103	99
5	6.8*	17	12	3.2*
6	76	101	92	73
7	104	90	71	69
8	·	110	105	113

# The listing continues:
item	structure	COLO 205	NCI-H522	NCI-H226	HT29	NCI-H322M
9	Cn1c2ccc(Cl)cc2c2nn(C(=O)c3ccccc3)c(=O)nc21	123	101	94	108	106
10	CC12CCC(CC1)C2(C)C	108	91	109	110	107
11	OCc1cnc(C2OCCO2)s1	97	100	109	108	105
12	CC1=C(C)C(=O)C(C(CCCCCC(=O)O)c2ccccc2)=C(C)C1=O (stereo unspecified)	118	·	99	104	·
13	O=C1OC(c2ccc(Cl)cc2)(c2ccc(Cl)cc2)c2ccccc21	101	84	96	64	103
14	CC(=O)Nc1c(Nc2ccccc2)[nH]c(C)nc1=S	103	92	105	96	98
15	O=[N+]([O-])c1ccc(Br)c(Br)c1	100	82	95	103	127
16	Cc1ccc(Sc2ccc3[nH]c(=O)[nH]c(=O)c3c2)cc1	102	77	·	92	102

item	SW-620	HCT-15	NCI-H23	NCI-H460
9	99	97	·	105
10	104	109	110	111
11	103	95	103	101
12	106	101	95	109
13	89	93	92	93
14	106	109	99	104
15	·	102	101	·
16	105	113	104	108

# Whole records as entered above:
# OCc1cnc(C2OCCO2)s1 in the list: COLO 205 = 97; NCI-H522 = 100; NCI-H226 = 109; HT29 = 108; NCI-H322M = 105; SW-620 = 103; HCT-15 = 95; NCI-H23 = 103; NCI-H460 = 101
# CC(=O)Nc1c(Nc2ccccc2)[nH]c(C)nc1=S in the list: COLO 205 = 103; NCI-H522 = 92; NCI-H226 = 105; HT29 = 96; NCI-H322M = 98; SW-620 = 106; HCT-15 = 109; NCI-H23 = 99; NCI-H460 = 104

# Remaining list, next part.
item	structure	COLO 205	NCI-H522	NCI-H226	HT29	NCI-H322M
17	Nc1cc(F)c(-c2ccc(F)cc2)cc1NC(=O)N1Cc2nccnc2C1	101	52	97	83	91
18	C#COC(CC)CCCCC (stereo unspecified)	120	·	94	110	127
19	O=c1cc(-c2sc(N3CCCC3)nc2-c2ccccc2)c2cc(Cl)ccc2o1	93	70	91	92	98
20	Cn1cnc2c(N3CCN(C(=O)c4cc5ccccc5[nH]4)CC3)nc(Cl)nc21	79	65	56	91	86
21	O=C(Nc1ccc([N+](=O)[O-])cc1NC(=O)c1ccccc1)c1ccccc1	102	87	98	97	109
22	O=C(CN1CCCCC1)Sc1nnc2sc3ccccc3n12	121	99	85	118	111
23	O=Cc1ccc(/C=C2/SC(=O)NC2=O)cc1	116	84	103	103	98
24	COc1cc2c(cc1OC)-n1c(cnc1-c1ccccc1)N1NC(=O)CN=C21	110	81	93	105	92

item	SW-620	HCT-15	NCI-H23	NCI-H460
17	80	91	90	75
18	102	101	104	93
19	83	80	79	91
20	96	69	53	76
21	98	100	85	104
22	101	112	93	103
23	101	104	86	98
24	115	86	87	101

# Other compounds.
item	structure	COLO 205	NCI-H522	NCI-H226	HT29	NCI-H322M
25	N#Cc1nc(-c2ccc(Cl)cc2)oc1N1CCCCC1	107	94	93	94	92
26	CC1=C(C)C(=O)C(N2CCOCC2)=CC1=O	121	96	88	104	91
27	O=C(Nc1ccccc1Cl)NN1CCCCCC1	107	85	99	90	110
28	CCCC1O[C@@H]2CC3C4CCC5=CC(=O)C=CC5(C)C4[C@@H](O)CC3(C)[C@]2(C(=O)CO)O1 (stereo partly specified)	86	74	77	93	95
29	N#Cc1c(Nc2ccccc2)nn2c(-c3ccc(Br)cc3)ccnc12	104	89	106	100	100
30	COc1ccc2sc3cc(Cl)ccc3c(=O)c2c1	115	98	79	102	94
31	CN(CCC(=O)c1ccccc1)Cc1ccccc1	120	87	109	113	120
32	NNC(=O)[C@H]1O[C@@H](n2cnc3c(=O)[nH]cnc32)[C@H](O)[C@@H]1O	·	101	113	99	113

item	SW-620	HCT-15	NCI-H23	NCI-H460
25	107	93	91	107
26	103	100	89	104
27	105	98	98	104
28	112	104	100	91
29	98	95	97	99
30	104	102	93	104
31	105	104	113	112
32	110	104	115	108

# Next part
item	structure	COLO 205	NCI-H522	NCI-H226	HT29	NCI-H322M
33	COc1cccc(CNC(=O)C2CSC3(C)c4ccccc4C(=O)N23)c1 (stereo unspecified)	116	67	·	89	103
34	O=C(NNC(=O)c1ccc(-n2cc(-c3ccccc3)nn2)cc1)NC1CCCCC1	114	100	98	113	108
35	Cc1cccc(C(=O)C(O)c2cccc(C)n2)n1 (stereo unspecified)	103	87	88	102	104
36	OCc1c[nH]c2ccccc12	95	86	82	100	85
37	CS(=O)(=O)c1ccc(-c2nc3ccccn3c2C=Nc2ccccc2)cc1	106	101	104	104	99
38	O=C(/C=C/c1ccc(Cl)cc1)N1CCN(C(=O)/C=C/c2ccc(C(F)(F)F)cc2)CC1	116	101	109	102	108
39	COc1cc(/C=C\c2cccnc2Nc2ccc(Cl)cc2)cc(OC)c1OC	101	75	86	82	86
40	O=C(O)c1ccc(-n2cc(CNc3ccc(F)c(F)c3)c(-c3ccc(C(F)(F)F)cc3)n2)cc1	110	91	105	86	93

item	SW-620	HCT-15	NCI-H23	NCI-H460
33	105	103	99	105
34	101	109	108	96
35	101	102	101	108
36	106	98	81	100
37	107	95	·	105
38	111	104	113	108
39	94	66	87	92
40	84	53	83	68

# (listing goes on)
item	structure	COLO 205	NCI-H522	NCI-H226	HT29	NCI-H322M
41	CS(=O)(=O)c1nccc(-c2c(-c3cccc(OCCN4CCCC4)c3)nc3sccn23)n1	102	91	98	94	·
42	Oc1ccccc1/C=N\NC(=S)N/N=C/c1ccccc1O	49&66	2.9*!	43&68	55&39	30&25
43	COc1cc(C2CC(=O)Nc3c(-c4ccccc4)nsc32)cc2c1OCO2 (stereo unspecified)	100	83	81	99	84
44	CCOC(=O)C(CN(C)Cc1cc(Cl)cc(Cl)c1O)C(=O)OCC	108	76	98	85	92
45	COc1cc(C2CC(c3cc(OC)c(OC)c(OC)c3)=NN2C=O)ccc1Oc1ccnc2cc(Cl)ccc12 (stereo unspecified)	81	56	71	60	102
46	COC(=O)c1ccc(O)c(Cl)c1	100	82	105	93	84
47	O=C1NC2(Nc3ccccc31)C(=O)Nc1c(Cl)cc(Cl)cc12 (stereo unspecified)	119	103	94	107	110
48	COc1ccc(C2CC(=O)Nc3c(-c4cccc(Cl)c4)nsc32)cc1OC (stereo unspecified)	97	65	71	94	86

item	SW-620	HCT-15	NCI-H23	NCI-H460
41	92	99	100	100
42	51&47	22&19	59&63	13&19
43	105	100	101	105
44	102	102	98	106
45	89	75	66	75
46	109	106	101	108
47	100	108	104	102
48	104	91	83	96

# Other compounds
item	structure	COLO 205	NCI-H522	NCI-H226	HT29	NCI-H322M
49	CN(C)c1nc(NCCNS(=O)(=O)c2ccc(C(=O)/C=C/c3ccc(C(F)(F)F)cc3)cc2)nc(N2CCOCC2)n1	16	18	61	-73*	72
50	CCOC(=O)CCS(=O)(=O)Cc1ccccc1	105	100	94	·	90
51	O=C(CCc1ccccc1)Nc1ccccc1OC(=O)c1ccccc1	118	·	102	112	108
52	COc1ccccc1Cn1ccc2c1-c1[nH]c(=O)c(S(=O)(=O)c3ccccc3)cc1CCC2	115	85	98	113	86
53	Nc1cccc2c1CN(C1CCC(=O)NC1=O)C2=O (stereo unspecified)	111	56	108	101	111
54	O=C(NCc1ccccc1)C(c1ccc(O)cc1)N(C(=O)CCc1ccccc1)C1CC1 (stereo unspecified)	98	81	81	101	101
55	Oc1ccc(-c2nnc(CSc3nnc(-c4ccncc4)o3)o2)cc1	99	89	95	107	99
56	Cc1ccc(-c2nc(N3CCCN(C(=S)Nc4ccccc4)CC3)c3ccccc3n2)cc1	96	80	84	85	82

item	SW-620	HCT-15	NCI-H23	NCI-H460
49	-77*	-78*	-64*	29
50	101	112	107	103
51	117	108	108	106
52	100	87	100	94
53	96	105	99	102
54	104	100	95	106
55	97	101	98	108
56	100	85	91	94

# More records
item	structure	COLO 205	NCI-H522	NCI-H226	HT29	NCI-H322M
57	COc1cc2c(cc1OCCCOc1ccc(-c3cc4ccccc4c4ccccc34)cc1)N=C[C@@H]1CCCN1C2=O	-0.6*	-44*	-79*	-47*	-69*
58	CN(C(=O)/C=C/c1ccccc1)c1ccccc1	·	91	93	106	102
59	O=C(Nc1ccc(Nc2nncc3ccccc23)cc1)c1ccc(Cl)cc1	104	97	78	104	109
60	Nc1n[nH]c2ccc([C@@H]3Nc4ccc5cn[nH]c5c4[C@H]4C5CCC(C5)[C@@H]34)cc12 (stereo partly specified)	-9.4*	27	38	13	47
61	COc1ccc2c(c1)CC[C@H](O)/C2=C/c1cc(OC)c(OC)c(OC)c1	-49*	-19*	41	0.8*	60
62	CCCCCCCC(=O)NCc1ccc(O)c(OC)c1	107	59	99	100	95
63	COC(=O)CC[C@@H]1O[C@@H](c2ccccc2)C[C@H]1O	125	107	85	95	101
64	CCCc1ccc(C2=NN(c3ccc(S(N)(=O)=O)cc3)C(=O)CC2)cc1	93	78	68	92	81

item	SW-620	HCT-15	NCI-H23	NCI-H460
57	-44*	-64*	-39*	-45*
58	106	103	95	103
59	102	109	98	101
60	19	15	44	1.1*
61	21	14	30	4.7*
62	95	103	97	100
63	97	105	97	106
64	94	90	60	86

# Following part:
item	structure	COLO 205	NCI-H522	NCI-H226	HT29	NCI-H322M
65	CCOc1c(C(C)=O)sc(=Nc2ccccc2)n1-c1cccc(-n2c(OCC)c(C(C)=O)sc2=Nc2ccccc2)c1	107	87	73	111	95
66	O=C(CCCSc1nc(-c2ccccc2)cc(-c2ccccc2)n1)NO	-14*	-9.1*	-7.0*	2.7*	13
67	CCN=c1sc(-c2ccc3ccccc3c2)cn1NC(=O)c1cc2ccc1CCc1ccc(cc1)CC2	60	77	79	50	95
68	COc1ccc(-c2nc(SCCC(C)C)nc(NNC(N)=O)c2C#N)cc1	110	99	88	122	88
69	CC(=O)CC(C)=O	124	103	101	101	115
70	COc1ccc(C2CC(c3ccc4c(c3)OCO4)=Nc3c(N)nc(SC)nc3N2)cc1 (stereo unspecified)	106	72	86	42	96
71	O=C(O)c1ccccc1-c1nc2ccccc2s1	106	92	95	105	103

item	SW-620	HCT-15	NCI-H23	NCI-H460
65	100	93	90	102
66	16	20	-2.6*	6.5*
67	81	66	61	70
68	99	95	89	111
69	107	106	100	115
70	71	58	74	75
71	101	104	108	108

# Grouped by structure: the compounds so far with an aryl methoxy group.
item	structure	COLO 205	NCI-H522	NCI-H226	HT29	NCI-H322M
24	COc1cc2c(cc1OC)-n1c(cnc1-c1ccccc1)N1NC(=O)CN=C21	110	81	93	105	92
30	COc1ccc2sc3cc(Cl)ccc3c(=O)c2c1	115	98	79	102	94
33	COc1cccc(CNC(=O)C2CSC3(C)c4ccccc4C(=O)N23)c1 (stereo unspecified)	116	67	·	89	103
39	COc1cc(/C=C\c2cccnc2Nc2ccc(Cl)cc2)cc(OC)c1OC	101	75	86	82	86
43	COc1cc(C2CC(=O)Nc3c(-c4ccccc4)nsc32)cc2c1OCO2 (stereo unspecified)	100	83	81	99	84
45	COc1cc(C2CC(c3cc(OC)c(OC)c(OC)c3)=NN2C=O)ccc1Oc1ccnc2cc(Cl)ccc12 (stereo unspecified)	81	56	71	60	102
48	COc1ccc(C2CC(=O)Nc3c(-c4cccc(Cl)c4)nsc32)cc1OC (stereo unspecified)	97	65	71	94	86
52	COc1ccccc1Cn1ccc2c1-c1[nH]c(=O)c(S(=O)(=O)c3ccccc3)cc1CCC2	115	85	98	113	86
57	COc1cc2c(cc1OCCCOc1ccc(-c3cc4ccccc4c4ccccc34)cc1)N=C[C@@H]1CCCN1C2=O	-0.6*	-44*	-79*	-47*	-69*
61	COc1ccc2c(c1)CC[C@H](O)/C2=C/c1cc(OC)c(OC)c(OC)c1	-49*	-19*	41	0.8*	60

item	SW-620	HCT-15	NCI-H23	NCI-H460
24	115	86	87	101
30	104	102	93	104
33	105	103	99	105
39	94	66	87	92
43	105	100	101	105
45	89	75	66	75
48	104	91	83	96
52	100	87	100	94
57	-44*	-64*	-39*	-45*
61	21	14	30	4.7*

item	structure	COLO 205	NCI-H522	NCI-H226	HT29	NCI-H322M
62	CCCCCCCC(=O)NCc1ccc(O)c(OC)c1	107	59	99	100	95
68	COc1ccc(-c2nc(SCCC(C)C)nc(NNC(N)=O)c2C#N)cc1	110	99	88	122	88
70	COc1ccc(C2CC(c3ccc4c(c3)OCO4)=Nc3c(N)nc(SC)nc3N2)cc1 (stereo unspecified)	106	72	86	42	96

item	SW-620	HCT-15	NCI-H23	NCI-H460
62	95	103	97	100
68	99	95	89	111
70	71	58	74	75
